Bioassay records from PubChem BioAssay.
GLA spleen mod: alpha-galactosidase A (human) modulation. P06280. human spleen homogenate, 4MU-alpha-Gal fluorescence, 40 min. Potency, µM (series often up to 80 µM), for inactives: at the highest dose activity change, negative = inhibition, usual class: inhibitors. hit rate 0.008% among 240,000. AID 2107;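 further: potency means the concentration at half of the fitted maximal effect; 0% = enzyme with vehicle and -100% = no enzyme basal signal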
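Spleen homogenate 1 ug + cpd (titration) + 4-MU-alpha-D-galactopyranoside 1 mM; 37C 40 min; 50 mM citrate/phosphate pH 5.0, 0.01% Tween-20; stop pH 10; fluorescence 365/440; AC50 via Hill.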
Tau fluor cs: counter-screen for tau fibril formation inhibitors; AID 1463; hit rate 0.93% among 280,000; Potency, µM (titrated, usually from 57.7 µM), for inactives: at the top dose activity change, negative = decrease; tau K18 P301L Alexa594 fluorescence, heparin fibrillization; further: potency means the concentration at half of the fitted maximal effect; on the % scale 0 is the no-effect control and ±100 the full control effect; nearly all actives have a fitted effect of over 55% in size
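Human tau K18 P301L (15 uM unlabeled, 0.24 uM Alexa 594-labeled) in 100 mM sodium acetate pH 7 with 20 uM heparin, 6 hr at 37 C. ThT 30 uM added, 1 hr ambient; Alexa 594 FP and total fluorescence read at 555/632 nm.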
NPSR antagonist: neuropeptide S receptor (human) antagonism, cAMP; Potency, µM (titrated, usually from 38.3 µM), for inactives: at the highest dose activity change, negative = inhibition, most hits filed as inhibitors; hit rate 1% among 220,000; CHO-NPSR cells, cAMP TR-FRET, antagonist mode; Q6W5P4; further: potency means the concentration at half of the fitted maximal effect; on the % scale 0 is the no-effect control and ±100 the full control effect; nearly all actives have a fitted effect of over 50% in size; many of its hits are not listed in these tables
Target sequence (Q6W5P4 whole entry, looked up): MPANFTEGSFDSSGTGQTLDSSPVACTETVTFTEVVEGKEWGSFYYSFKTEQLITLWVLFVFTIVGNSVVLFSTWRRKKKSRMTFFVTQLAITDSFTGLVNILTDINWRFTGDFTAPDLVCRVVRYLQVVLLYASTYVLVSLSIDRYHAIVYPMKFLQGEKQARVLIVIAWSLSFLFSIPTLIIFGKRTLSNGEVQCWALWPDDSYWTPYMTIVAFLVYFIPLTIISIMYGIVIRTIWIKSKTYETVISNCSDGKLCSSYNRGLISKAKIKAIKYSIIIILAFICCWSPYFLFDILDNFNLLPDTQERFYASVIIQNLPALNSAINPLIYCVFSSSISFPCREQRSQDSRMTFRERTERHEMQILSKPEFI
TR SRC2 fluor cs: Texas Red fluorescence interference in TRb-SRC2 counter-screen; AID 1479; Potency, µM (highest dose often 106 µM), for inactives: at the top dose fluorescence change, negative = quenching; hit rate 0.29% among 280,000; TRb/SRC2 Texas Red total fluorescence interference; active means well fitted curve in either direction with a large enough effect; inconclusive means small, poorly fitted or top-dose-only effect; further: potency means the concentration at half of the fitted maximal effect; on the % scale 0 is the no-effect control and ±100 the full control effect
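Human TRb ligand-binding domain at 0.6 uM with 20 nM Texas Red SRC2 peptide in Tris buffer containing 1 uM T3 and 5% DMSO, incubated with compound 5 h at ambient temperature. Total fluorescence (555/632 nm) calculated as parallel + 2 × perpendicular.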
Tau fibril FP: blocks human tau fibril formation measured by polarization. P10636. K18 P301L tau heparin fibrillization, Alexa594 FP, 6 h. Potency, µM (titrated, usually from 57.7 µM), for inactives: top-dose activity, negative = inhibition, most hits filed as inhibitors. hit rate 0.39% among 280,000. AID 1468; further: potency means the concentration at half of the fitted maximal effect; on the % scale 0 is the no-effect control and ±100 the full control effect; nearly all actives have a fitted effect of over 55% in size
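Human tau K18 […] P301L fragment, 15 uM unlabeled plus 0.24 uM Alexa 594-labeled tau (final), with compound and 20 uM heparin in 100 mM sodium acetate pH 7; 6 hr at 37 C, then Alexa 594 FP read.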
TRb-SRC2 inh: TRbeta-SRC2 interaction inhibition; hit rate 0.065% among 280,000; TRbeta-SRC2 peptide binding, fluorescence polarization; receptor liganded with 1 µM T3; Potency, µM (top dose mostly 106 µM), inactives show at the highest dose activity change, negative = inhibition, hits mostly inhibitors; P10828; AID 1469;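 further: potency means the concentration at half of the fitted maximal effect; plate controls were bound peptide for no effect and peptide without receptor for full effect; nearly all actives have a fitted effect of over 50% in size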
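Fluorescence polarization of 20 nM Texas Red SRC2 peptide with 0.6 uM human TRb ligand-binding domain, in Tris buffer with 1uM T3 and 5% DMSO. Incubated 5 hr ambient; normalized to unbound and bound controls.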
CBFb-RUNX1 inh: inhibitors of human CBF-beta and RUNX1 interaction; Q01196+Q13951; AlphaScreen CBFb-His/RUNX1-biotin binding, biochemical; Potency, µM (titrated, usually from 59.8 µM), for the others: at the top dose activity, negative = inhibition, usual class: inhibitors; 230,000 tested, under 10 active; AID 1477; further: % of control where 0% means no effect
Target sequence (Q01196 whole entry, looked up): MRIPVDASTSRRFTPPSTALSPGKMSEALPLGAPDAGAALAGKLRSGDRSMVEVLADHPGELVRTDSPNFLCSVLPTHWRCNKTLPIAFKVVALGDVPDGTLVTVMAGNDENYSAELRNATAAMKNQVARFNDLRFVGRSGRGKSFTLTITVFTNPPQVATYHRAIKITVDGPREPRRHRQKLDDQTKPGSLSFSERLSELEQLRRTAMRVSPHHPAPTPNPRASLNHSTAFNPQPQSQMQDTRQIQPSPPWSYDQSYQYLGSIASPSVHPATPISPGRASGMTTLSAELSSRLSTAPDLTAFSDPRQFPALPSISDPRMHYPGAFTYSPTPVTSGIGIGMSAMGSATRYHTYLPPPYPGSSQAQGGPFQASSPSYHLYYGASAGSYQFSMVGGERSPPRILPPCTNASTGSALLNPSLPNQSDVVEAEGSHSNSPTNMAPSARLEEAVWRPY
Target sequence (Q13951 whole entry, looked up): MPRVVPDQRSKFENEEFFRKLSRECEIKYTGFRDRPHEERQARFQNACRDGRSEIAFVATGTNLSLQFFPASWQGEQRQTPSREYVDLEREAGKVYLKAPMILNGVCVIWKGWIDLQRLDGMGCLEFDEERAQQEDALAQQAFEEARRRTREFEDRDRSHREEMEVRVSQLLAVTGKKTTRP
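Read-out: AlphaScreen. Format: His-CBF-beta with biotinylated RUNX1 (30 nM each) preincubated 20 min, compound 15 min, Ni-chelate plus streptavidin beads 90 min; room temperature throughout.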
Epigenetic reg: derepresses silenced GFP reporter in murine cells; murine LDR cells, GFP reporter derepression, 30 h; Potency, µM (series often up to 53.9 µM), inactives show top-dose GFP activation, usual class: activators; hit rate 0.2% among 280,000; AID 1865; further: potency means the concentration at half of the fitted maximal effect; % of control where 0% means no effect; nearly all actives have a fitted effect of over 60% in size
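GFP-positive cell count by laser-scanning cytometry (objects 20–120 um) after 30 h, 37 C compound exposure of murine LDR cells; reporter is CMV-GFP integrated at a silenced locus, inducible by HDAC or DNMT inhibitors.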
Numbers without * were called inactive; ? = inconclusive; . = not tested or not shown; [ ] = another dose, or the depositor's remark. Unless noted, the call rests on the fitted dose curve; in most records, active means well fitted curve in the direction sought with a large enough effect; inconclusive means small, poorly fitted or top-dose-only effect, or another doubt; inactive means no such curve, though single readings can be large; an effect the other way counts as inactive or inconclusive. Only part of the results is shown, so the mix of outcomes need not match the whole.

SMILES	GLA spleen mod	Tau fluor cs	NPSR antagonist	TR SRC2 fluor cs	Tau fibril FP	TRb-SRC2 inh	CBFb-RUNX1 inh	Epigenetic reg
CC1(C)CC(=O)c2sc(NC(=O)CCS(=O)(=O)c3ccccc3)nc2C1	8%	-3%	-12%[46.1 µM]	2%	4%	?	21%	-0.9%
CCOc1cc(C2c3c(oc4ccc(F)cc4c3=O)C(=O)N2Cc2ccc(C)cc2)ccc1O (stereo not given)	.	0%	.	7%	0%	4%	.	-1.0%
COC(=O)c1oc2ccc(Br)cc2c1NC(=O)CCCN1C(=O)c2ccccc2C1=O	0%	4%	0%[46.1 µM]	3%	-3%	-16%	18%	-0.8%
CC1CCCCN1C(=O)CSc1nc2ccccc2n1CC(=O)N1CCc2ccccc21 (stereo not given)	7%	0%	-16%[46.1 µM]	-6%	-3%	-2%	-1%	0.0%
COc1ccc(CCNC(=O)Cn2cnc3c(nnn3Cc3ccc(C)cc3)c2=O)cc1OC	5%	-8%	12%	-1%	-7%	-10%	-1%	1.0%
O=C(NCC1CCN(Cc2ccccc2Cl)CC1)Nc1cccc(Cl)c1	-8%	-1%	-15%	1%	-6%	-1%	-2%	-0.9%[10.1 µM]
Cn1nc(-c2ccc(N3CCCCC3)c(NC(=O)c3ccco3)c2)c2ccccc2c1=O	3%	-21%	?	1%	?	10%	10%	0.0%
CCc1cccc(NC(=O)c2cc3c(=O)oc4ccc(C)cc4c3s2)c1	.	-12%	.	?	-11%	-1%	.	-0.3%
CC(=O)N1CCN(c2nnnn2-c2ccccc2)CC1	-3%	-5%	-5%[46.1 µM]	0%	-9%	-3%	1%	1.5%
Cc1ccc(-c2nn(-c3ccccc3)cc2/C=N/NS(=O)(=O)c2ccccc2)cc1	9%	?	?	-1%	-10%	-2%	-2%	-3.4%
O=Cc1ccc(-c2nc3ccccc3s2)o1	8%	-2%	-28%	-5%	-9%	-2%	8%	1.1%
COc1cc(-c2oc3ccc(C)cc3c(=O)c2O)cc(OC)c1OC	.	-28%	.	0%	-7%	1%	.	-1.0%
CC1CC(C)CN(C(=S)SCc2nc(N)nc(Nc3ccccc3)n2)C1 (stereo not given)	3%	?	?	1%	?	-10%	-3%	2.4%
Cc1nn2c3c(cnc2c1-c1ccc(Cl)cc1)C(=O)CC(c1ccc(C(C)C)cc1)C3 (stereo not given)	.	-3%	.	3%	0%	-6%	.	-1.1%
COc1cccc(C(C(=O)NC2CCCC2)N(Cc2ccccc2OC)C(=O)c2ccco2)c1 (stereo not given)	8%	12%	-37%	0%	10%	16%	4%	-1.0%
COc1ccc(-c2noc(CN(C)S(=O)(=O)c3ccc(C)cc3)n2)cc1	-2%	-26%	-16%[46.1 µM]	5%	5%	-1%	14%	0.0%
CCOC(=O)c1cc(OC(=O)c2ccccc2C)n(-c2ccccc2)n1	.	-7%	.	2%	2%	4%	.	2.9%
COc1ccc2cc(C(c3nnnn3CC3CCCO3)N3CCOCC3)c(=O)[nH]c2c1 (stereo not given)	-16%	2%	2%[46.1 µM]	-2%	-3%	-12%	5%	-3.9%
CCCCc1ccc(N=N/C(C(=O)Nc2ccccc2OC)=C(/C)O)cc1	8%	-13%	8%	-2%	?	1%	15%	-3.2%
COc1ccc(CCNC(=O)CCn2c(=O)c3ccccc3n(CC(=O)Nc3cccc(C)c3)c2=O)cc1OC	.	-2%	.	7%	-6%	3%	.	16%
CC12CCC(C(=O)N(Cc3ccccc3)Cc3ccccc3)(OC1=O)C2(C)C (stereo not given)	6%	-22%	?	-3%	-9%	-9%	8%	0.1%
O=C1NCCCC2c3c(cc(Br)c(O)c3Br)OC12N1CCCCC1 (stereo not given)	0%	-22%	-20%[46.1 µM]	0%	-8%	0%	-6%	-0.8%
N/C(CSc1nc(-c2ccccc2)c(-c2ccccc2)o1)=N\O	4%	-24%	-13%[46.1 µM]	4%	-7%	6%	-3%	-4.3%
CCOc1ccccc1NC(=O)CN(CCc1ccccc1)S(=O)(=O)c1ccc(C)cc1	.	-10%	.	0.032µM*[quencher]	7%	-12%	.	-1.6%
COc1cc(CCCN2C(=O)C(=O)NC[C@@H]2C(C)O)cc(OC)c1OC (stereo not given in full)	3%	16%	19%	-2%	2%	-7%	8%	0.5%
CC(C(=O)NCCS(=O)(=O)c1ccc(Cl)cc1)S(=O)(=O)c1ccccc1 (stereo not given)	0%	4%	3%	-2%	7%	-5%	5%	2.6%
CC(C)CN1C(=O)/C(=C(/C#N)C(=O)NC2CCCCC2)c2ccccc21	7%	-13%	-17%	0%	?	-4%	18%	11%
COc1cccc(-c2nnc3n(CCc4ccccc4)c(=O)c4ccccc4n23)c1O	.	-14%	.	-2%	2%	4%	.	0.9%
O=C(NC1=NCCS1)c1cc(-c2cccnc2)nc2ccccc12	-5%	-16%	9%	-5%	6%	-3%	4%	-1.1%
Cc1ccccc1-c1nc(CS(=O)(=O)CC(=O)NCCCN2C(C)CCCC2C)c(C)o1 (stereo not given)	3%	4%	-5%[46.1 µM]	2%	1%	-3%	9%	0.8%
Cn1c(=O)[nH]c(=O)c2c1nc(N1CCCC1)n2CCSc1nc2ccccc2[nH]1	-3%	1%	-9%[46.1 µM]	-3%	3%	-10%	7%	1.9%
Nc1nonc1-c1noc(-c2ccccc2Br)n1	-11%	-2%	-4%[46.1 µM]	-1%	-2%	-16%	10%	-9.5%
COc1ccc(NC(C)=O)cc1NC(C)c1nc2sc(C)c(C)c2c(=O)[nH]1 (stereo not given)	-7%	-20%	-20%	-1%	8%	-8%	5%	0.6%
CCCC[n+]1c(C)sc2ccc(C)cc21	0%	-5%	-2%	1%	-7%	0%	3%	-7.2%
COc1cc(C2Nc3ccc4ncccc4c3C3=C2C(=O)CC(C)(C)C3)cc(OC)c1O (stereo not given)	5%	-21%	-13%[46.1 µM]	-6%	0%	0%	-10%	-1.0%
O=C(CN1CCN(c2ccccn2)CC1)NCc1cccs1	3%	-1%	-12%[46.1 µM]	2%	-3%	-2%	1%	0.0%
CCOC(=O)/C(C#N)=C/c1cc2cc(C)c(C)cc2nc1Cl	10%	-2%	5%	-2%	2%	3%	12%	-6.1%
CCc1ccc(NCCC(=O)c2ccc(Cl)cc2)cc1	-10%	-13%	-2%[46.1 µM]	1%	2%	-4%	4%	-0.9%
c1ccc(-c2nc3cc4ccccc4cc3[nH]2)nc1	7%	-18%	-7%[46.1 µM]	-6%	-2%	-21%	-17%	0.0%
CC(C)N1C(=O)C2C(c3ccccc3O)NC(C)(C(=O)O)C2C1=O (stereo not given)	7%	-2%	-1%[46.1 µM]	3%	0%	-14%	2%	-1.4%
O=C(Nc1cnn(Cc2ccc(F)cc2)c1)C(c1ccccc1)c1ccccc1	-6%	-21%	-55%	-1%	-5%	-3%	1%	0.0%
O=C(OCCN(C1=NS(=O)(=O)c2ccccc21)c1ccccc1Cl)c1ccc(Cl)cc1	0%	?	?	-1%	-3%	-7%	-5%	3.1%
O=C1CSC(c2ccccn2)N1c1ccc2ccccc2c1 (stereo not given)	7%	-4%	-3%[46.1 µM]	-7%	-8%	0%	1%	0.1%
COc1cccc2c(Cl)c(CCCl)c(C)nc12	4%	-2%	-24%	-4%	9%	-1%	1%	1.3%
COc1ccc2c(=O)c(-c3ccccc3)c(C)oc2c1	-4%	-5%	-10%[46.1 µM]	1%	2%	-4%	2%	-2.3%
CC(C)(C)c1ccc(N=C2SCC(=O)N2Cc2cccs2)cc1	-4%	-16%	?	0%	-8%	-2%	12%	7.7%
CC(=O)c1ccc2c(c1)C1C=CCC1C(c1ccncc1)N2 (stereo not given)	-12%	?	-15%[46.1 µM]	-5%	?	5%	-23%	-1.8%
CC(=O)C1=C(O)C(=O)N(CCc2c[nH]c3ccccc23)C1c1ccccc1 (stereo not given)	4%	-5%	33%	-8%	?	-6%	4%	-1.1%
c1coc(CNCc2cccs2)c1	10%	-5%	2%[46.1 µM]	0%	-10%	-4%	10%	1.2%
COc1ccc(OC)c(NC(=O)Cn2c(=O)n(CC3CCCO3)c(=O)c3cc(OC)c(OC)cc32)c1 (stereo not given)	.	-16%	.	-2%	-1%	-1%	.	4.2%

By substructure: the entries above containing a cyano group.
SMILES	GLA spleen mod	Tau fluor cs	NPSR antagonist	TR SRC2 fluor cs	Tau fibril FP	TRb-SRC2 inh	CBFb-RUNX1 inh	Epigenetic reg
CC(C)CN1C(=O)/C(=C(/C#N)C(=O)NC2CCCCC2)c2ccccc21	7%	-13%	-17%	0%	?	-4%	18%	11%
CCOC(=O)/C(C#N)=C/c1cc2cc(C)c(C)cc2nc1Cl	10%	-2%	5%	-2%	2%	3%	12%	-6.1%

Other records:
SMILES	GLA spleen mod	Tau fluor cs	NPSR antagonist	TR SRC2 fluor cs	Tau fibril FP	TRb-SRC2 inh	CBFb-RUNX1 inh	Epigenetic reg
CC(=O)NNc1ccc(C(F)(F)F)cc1[N+](=O)[O-]	-1%	1%	7%[46.1 µM]	-3%	2%	-3%	-7%	0.8%
C=CCC(O)CC1C2C(CC(O)CC=C)C3C1C3C2OC(C)(C)C (stereo not given)	-3%[17.5 µM]	-17%[11.6 µM]	.	-2%[11.2 µM]	-1%[11.6 µM]	7%[11.2 µM]	9%[13.1 µM]	1.1%[10.1 µM]
O=C(N/N=C/c1ccco1)c1cc(-c2cccc3ccccc23)n[nH]1	2%	-26%	-28%[46.1 µM]	1%	-4%	8%	-9%	-0.2%
N#Cc1ccccc1NC(=O)Nc1cccs1	3%	0%	2%[46.1 µM]	-4%	-6%	-11%	-1%	-2.0%
COc1cc(/C=N/NC(N)=O)cc(Br)c1OCc1ccc(C)cc1	-2%	-10%	-18%[46.1 µM]	-3%	-11%	-6%	-1%	1.6%
CCc1ccc2[nH]c(=O)c(CN(CCCN3CCOCC3)C(=O)Nc3ccccc3)cc2c1	2%	-12%	-12%[46.1 µM]	0%	-2%	1%	2%	-1.0%
